Source: PubChem (several laboratories)
b-catenin transl = beta-catenin nuclear translocation modulation; nuclear translocation activity, % at 5 µM; 0.3% of 190,000 active; HeLa beta-catenin nuclear translocation, immunofluorescence imaging;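 active = nuclear translocation activity above 50% at 5 µM, with a well cell count of 50 or more; inconclusive = wells under 50 cells across six images, flagged as toxic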;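 note: per-cell ratio of nuclear to cytoplasmic median beta-catenin stain intensity; plate controls were DMSO negative control for no effect and GSK-3 inhibitor IX positive control for full effect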
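Test system: HeLa cells, endogenous beta-catenin; Compound: single 5 µM dose plus 0.02–20 µM confirmation series; Times: compound exposure 24 h at 37°C; Signal: fluorescence imaging of beta-catenin antibody stain plus DAPI; Read-out: % activation, nuclear-to-cytoplasmic median beta-catenin signal ratio per cell.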
Dynein transport = dynein cargo transport inhibition; 3617.4 mouse cells, GR-EGFP nuclear translocation imaging; test concentration mostly 20 µM; stimulated with dexamethasone, 1 µM; hits give low values; AID 1381; z-score, hits read low; 0.47% of 220,000 active;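 active = plate z-score of nuclear minus cytoplasmic receptor signal below a set negative limit, without overly bright fluorescence or cell loss, cut at about -3.5 in these data, passing the limit was not always enough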;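 note: z-score of nuclear minus cytoplasmic ring GR-EGFP intensity difference per well; some compounds called inactive have numbers as strong as hits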
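Buffer or medium: tetracycline-free induction medium containing charcoal-stripped FBS / Reagent: dexamethasone agonist, 1.0 µM final, for 30 min / Technique: automated 10x imaging of fixed Hoechst-stained cells / Times: induction 48 h, compound 1 h, agonist 30 min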
MT stabilize HCS = microtubule stabilizers in HeLa cells | HeLa tubulin immunostaining HCS, 24 h; share of cells brighter than vehicle mean+2SD | % tubulin-high responders, % at 10 µM | 0.83% of 200,000 active | AID 2205;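 active = plate Z-score above 3 for both tubulin-high and condensed-nucleus cell shares, with cell loss under 80%, at 10 µM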;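 note: anti alpha tubulin signal scored within the nucleus-defined area of each cell; some results filed as inactive read as strong as hits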
Autophagy mod = alters autophagy in cells; MEF GFP-LC3 puncta imaging; test concentration mostly 10 µM; calls only at 10 µM (by protocol); 0.98% of 190,000 active; AID 463193;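 active = percentage of spot-positive cells more than 3 SD above its plate mean, without a fluorescence outlier flag or 80% toxicity; inconclusive = no clear call, values can overlap the other calls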;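 note: spot-positive cell cutoff set from DMSO-treated cells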
P. falciparum M1AAP = P. falciparum M1AAP inhibitors, biochemical, fluorogenic H-Leu-NHMec substrate, 1536-well (AID 1445); 0.42% of 220,000 active; recombinant M1AAP, H-Leu-NHMec fluorogenic kinetic assay; higher % means a stronger effect; inhibition, % at 30 µM; hits with a dose series show IC50 in µM;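 active = primary inhibition above the hit cutoff, then over 50% inhibition at one or more dose response concentrations, cut at about 23% in these data, passing the limit was not always enough; inconclusive = conflicting primary data, or primary hits not chosen for dose response; inactive = low primary inhibition, or under 50% at every dose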;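 note: plate controls were DMSO full reaction for no effect and no enzyme background for full effect; strong numbers were not always called active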
WT yeast gro inh = growth inhibition of WT yeast, mitochondrial fusion screen; mitochondrial fusion phenotypic screen, WT strain; inhibition, % at 10 µM; 2.1% of 190,000 active; AID 1362; in the data active = inhibition above about 58%; tested in S. cerevisiae
Yfh1-off respiration = enhancers of respiration in Yfh1-depleted yeast, dose response, Friedreich's ataxia, plus single-dose screen (AID 1465) | 0.074% of 220,000 active | S. cerevisiae Yfh1-off respiration, WST-1 reduction, 72 h; higher fold induction means a stronger effect | fold induction at 50 µM; hits with a dose series show EC50 in µM;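 active = fold induction of absorbance versus untreated yeast above a set limit, then at least 30% activation at any dose in follow-up; inconclusive = repeats straddling the limit, or above it without dose testing; inactive = fold induction below the set limit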;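 note: activators that raise dye reduction in frataxin-depleted yeast; strong numbers were not always called active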
P. falciparum M17LAP = P. falciparum M17LAP inhibitors, primary screen, biochemical, fluorogenic H-Leu-NHMec substrate, 1536-well (AID 1619); recombinant M17LAP, H-Leu-NHMec fluorogenic kinetic assay; higher % means a stronger effect; inhibition, % at 30 µM; hits with a dose series show IC50 in µM; 0.38% of 220,000 active;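 active = compound inhibiting the enzyme by more than half at any dose during confirmatory dose-response retesting; inconclusive = strong single-dose inhibitors picked by rank but not retested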;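 note: plate controls were full reaction with DMSO carrier for no effect and no enzyme background for full effect; strong numbers were not always called active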
T cell HTS = modulates CD8 T cell binding to vesicles; AID 2052; calls only at 7 µM; 0.068% of 330,000 active; 2C CD8+ T cell-vesicle binding, flow cytometry; hits give low values;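 active = response, share of CD8 T cells binding vesicles, and their 90th percentile fluorescence all below set limits, cut at about 80% in these data, passing the limit was not always enough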
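Also added: QL9-peptide-loaded Drosophila micro-vesicles bearing Ld, ICAM-1 and B7-1; Test system: purified 2C TCR transgenic mouse naive CD8+ T cells; Measured by: cytometric PE anti-B7-1 and Alexa647 anti-CD8 signals after 1% paraformaldehyde fixation; Timing: binding step 1.5 h, 37 °C, antibody labelling 20 min, ice.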
WT yeast gro inh mutant strain = also measured in WT yeast gro inh; calls as there; inhibition, %; mitochondrial fusion phenotypic screen, mutant strain inhibition
Dynein transport cytoplasmic EGFP = further read-out of Dynein transport, marked with its call; z-score; measured here: cytoplasmic GR-EGFP intensity; hits give high values
Dynein transport nuclear GR-EGFP = also measured in Dynein transport; calls as there; z-score; measured here: nuclear GR-EGFP intensity;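 lower value marks the stronger effect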
Dynein transport cell count = further read-out of Dynein transport, marked with its call; z-score; measured here: cell count per field
b-catenin transl cell count 5 µM = second read-out of b-catenin transl, no call of its own (marks repeat the call); cell count; measured here: cell count, cytotoxicity flag
T cell HTS vesicle-bound % = also measured in T cell HTS; calls as there; double positive events, %; measured here: CD8+ vesicle-bound cell fraction;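 binding gate set so that unloaded-vesicle control wells show 10% double positive cells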
MT stabilize HCS Hoechst-high % = further read-out of MT stabilize HCS, marked with its call; % Hoechst-high responders; measured here: nuclear condensation Hoechst responders;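 share of cells brighter than vehicle mean plus two SD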
MT stabilize HCS cytotoxicity % = recorded beside MT stabilize HCS, whose call it bears; toxicity, %; measured here: cytotoxicity by cell density;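 0% = mean cell density of plate MIN control wells and 100% = no cells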
Autophagy mod cell loss 18 h = also measured in Autophagy mod; calls as there; toxicity, %; measured here: cell loss, nuclei count;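 cell loss after 18 h compound exposure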
Starred values were filed as active, the others as inactive; i = inactive; ? = inconclusive; . = not tested or not shown.

Results follow in this order: Dynein transport cytoplasmic EGFP	T cell HTS	b-catenin transl cell count 5 µM	Autophagy mod cell loss 18 h	Yfh1-off respiration	WT yeast gro inh	P. falciparum M17LAP	b-catenin transl	Dynein transport nuclear GR-EGFP	P. falciparum M1AAP	Dynein transport	Dynein transport cell count	WT yeast gro inh mutant strain	Autophagy mod	MT stabilize HCS	MT stabilize HCS cytotoxicity %	MT stabilize HCS Hoechst-high %	T cell HTS vesicle-bound %
CCOC(=O)CSc1nc2sc3c(c2c(=O)[nH]1)CC(C)(C)OC3
    -0.3	i	1136	-8	i	2	2%	-1.3	-0.088	5%	-0.26	0.9	0	i	4.4	10	5.3	25
CCN1C(=C(C#N)C#N)C=Cc2cc(C)ccc21
    -0.29	i	1046	17	i	0	2%	-0.3	0.22	2%	0.15	0.3	7	i	4.2	6.2	1.0	44
CC(C)=CCN1CCN(Cc2cnc(C)s2)CC1CCO (stereo unspecified)
    -0.3	i	1591	2	i	-1	-4%	-0.5	-0.17	-4%	-0.59	0.47	24	i	2.8	3.7	2.5	56
Cc1c(C2Nc3ccccc3NC3=C2C(=O)CC(C)(C)C3)cnn1C (stereo unspecified)
    -0.21	i	1277	8	i	-16	23%	-0.9	2.9	8%	4.2	-0.58	2	i	3.3	0.7	1.4	38
CCOc1ccc(S(=O)(=O)N(C)c2ccc(OCC(=O)NCCc3ccc(OC)cc3)cc2)cc1
    -0.72	i	1273	.	i	.	-4%	0.2	-0.044	7%	-0.43	0.32	.	.	.	.	.	14
COc1ccccc1OCCCCOc1ccccc1F
    0.044	i	1383	-12	i	12	2%	-0.4	0.35	1%	-0.42	0.25	20	i	1.5	2.6	1.5	40
O=C(NCC1OCCc2ccccc21)c1ccc(NC(=O)c2ccc(Cl)cc2)cc1 (stereo unspecified)
    -0.22	i	1113	-1	i	13	-3%	0.7	0.14	4%	-0.4	-0.028	-4	i	7.0	10.0	2.6	47
O=C(CSc1nc2ccccc2c(=O)n1-c1ccc(OC(F)F)cc1)NCc1cccs1
    -0.25	i	1141	7	i	3	-3%	3.9	0.43	-2%	0.59	-0.22	-1	i	3.1	0.5	4.6	48
Cc1cc(C)cc(NC(=O)CCc2nc3ccccc3[nH]2)c1
    -0.18	i	.	30	i	-3	-1%	.	-0.47	1%	-0.76	1.2	-10	i	3.6	7.3	1.9	27
O=C(Oc1c(Cl)cc(Cl)c2cccnc12)c1cccs1
    -0.25	i	1147	-4	i	60*	16%	-0.7	-0.0046	6%	0.23	0.82	58*	i	4.3	0.8	2.3	42
CCCn1c(/N=C/c2c[nH]c3ccccc23)nc2ccccc21
    0.31	i	1360	1	i	12	0%	-1.0	-0.092	10%	0.87	-0.85	14	i	2.7	10	2.0	18
COc1ccc(CN2CCN(Cc3cccn3-c3ncccn3)CC2CCO)c(C)c1C (stereo unspecified)
    -0.25	i	1073	27	i	5	4%	0.9	-0.42	0%	-0.49	0.65	-6	i	3.1	6.4	3.3	55
CCOC(=O)C1CCCN(c2nc3ccccc3nc2C(C#N)C(=O)OCCOC)C1 (stereo unspecified)
    -0.2	i	1102	22	i	-23	8%	0.3	0.59	11%	0.065	0.27	-19	i	2.7	5.5	2.6	22
COc1ccc(N(C(C)=O)S(=O)(=O)c2cccc3cccnc23)cc1
    -0.27	i	946	-6	i	-23	10%	1.8	-0.67	6%	-0.42	0.54	-16	i	2.7	4.2	2.0	54
CCCn1c(SCc2nc(N)nc(N3CCCCC3)n2)nc2c1c(=O)n(C)c(=O)n2C
    -0.35	i	1023	4	i	-9	8%	-1.5	-0.16	9%	0.03	0.79	4	i	5.4	11	2.1	14
O=C(O)c1ccc2c(c1)N(Cc1ccccc1)C(=O)c1ccccc1S2=O (stereo unspecified)
    -0.14	i	1146	-12	i	0	15%	-2.5	0.61	8%	0.9	-0.6	-5	i	3.1	1.9	2.2	28
N#C/C(=C\c1ccc(N2CCCCC2)o1)C(=O)Nc1cccc(Br)c1
    25	i	539	.	i	12	-1%	4.1	-1.7	10%	-10	1.2	11	?	15	3.5	2.0	58
CC(C)OC(=O)Nc1ccc(-c2ccc(NC(=O)OC(C)C)cc2Cl)c(Cl)c1
    -0.2	i	1323	.	i	.	2%	1.3	0.072	0%	-0.97	-0.22	.	.	.	.	.	51
CCOC(=O)c1sc(NC(=O)CSc2nnnn2-c2ccc(C)cc2)c(C(=O)OCC)c1C
    -0.043	i	1110	4	i	-18	1%	-0.6	-0.56	4%	-1.1	0.087	-4	i	4.5	5.4	2.9	34
Cc1ccc(-c2nc(Nc3ccccc3)n[nH]2)cc1
    -0.24	i	1043	-5	i	13	-11%	0.5	-0.4	0%	-0.87	0.53	39	i	3.8	2.6	2.6	58
COc1ccc(/C=N/n2c(=O)[nH]c3c([nH]c4ccc(Br)cc43)c2=O)cc1CN1CCOCC1
    -0.15	i	926	49	i	-3	-6%	0.3	0.12	16%	-0.66	0.69	-5	i	8.7	25	2.8	34
O=CN1CCN(C(=O)c2ccccc2Cl)CC1
    -0.054	i	1134	4	.	-12	-8%	1.8	0.045	-3%	-0.13	0.47	-1	i	1.0	8.3	1.8	25
CCOC(=O)c1[nH]c(C)c(C(=O)NCc2ccc(OC)cc2)c1C
    -0.28	i	.	-1	i	1	-8%	.	-0.51	-5%	-1	0.85	12	i	3.2	5.3	3.5	37
CN=c1scc(C)n1/N=C/c1ccc(O)c(O)c1O
    0.083	i	.	5	i	-12	59%	.	-0.033	18%	-0.51	0.21	-14	i	1.6	15	1.4	28
COc1ccc(C(CCN2CCCC(C)C2)c2c(OC)cc(OC)c3c2OC(=O)CC3c2cc(OC)c(OC)c(OC)c2)cc1 (stereo unspecified)
    -0.81	.	1168	.	i	.	7%	0.6	0.26	5%	0.69	-0.27	.	.	.	.	.	.
CCOC(=S)SCC(=O)N1CCc2cc(OC)ccc2C1C1C(=O)CCCC1=O (stereo unspecified)
    -0.049	i	1084	-4	i	-3	11%	-1.4	-0.15	-7%	-0.12	0.21	8	i	3.3	3.5	3.6	61
Cc1ccc(NC(=O)C2CC(=O)N(c3ccc4c5c(cccc35)CC4)C2)cc1 (stereo unspecified)
    -0.24	i	1414	2	i	16	-9%	-0.6	0.38	6%	0.74	-0.03	8	i	2.4	4.8	1.0	32
Cc1ccc(-c2nsc(SCC(=O)NCC3CCCO3)n2)cc1 (stereo unspecified)
    -0.0083	i	1174	-11	i	10	-1%	-1.2	0.22	6%	0.61	-0.095	25	i	2.0	13	2.7	12
CCOc1cc(NC(=O)C2CCCCC2)c(OCC)cc1NC(=O)c1ccco1
    -0.19	i	1312	5	i	5	11%	0.1	1.1	-3%	2.6	-0.93	13	i	2.6	2.7	1.7	22
Oc1ccc(Cl)cc1-c1cc(-c2ccccc2)n[nH]1
    -0.27	i	1047	.	i	59*	-6%	3.2	-0.054	-3%	-0.5	0.53	44*	.	1.9	7.8	2.7	48
Fc1cccc(Cl)c1-c1nnc2ccc(N3CCOCC3)nn12
    0.2	i	.	-5	i	4	8%	.	0.47	3%	0.21	-0.42	11	i	1.2	6.2	1.4	34
C/C(CS(=O)(=O)c1ccc(Cl)cc1)=N/NC(N)=S
    -0.32	i	1156	-3	i	-9	-21%	-0.7	-0.18	11%	-0.53	0.97	-2	i	2.9	4.1	2.7	41
C/C(=N\NC(=O)c1c(-c2ccccc2Cl)noc1C)c1cccc(NC(=O)C(C)C)c1
    -0.31	i	503	3	i	-10	21%	2.2	-0.5	9%	-0.25	0.66	-5	i	2.7	4.4	4.2	3
CCC(=O)c1ccc(OCC(O)CN(C)C2CCCCC2)cc1 (stereo unspecified)
    -0.24	i	.	1	i	15	-9%	.	-0.13	-1%	-0.079	0.7	25	i	2.8	5.9	1.7	46

Rewritten field by field: part of the list above
CC(C)OC(=O)Nc1ccc(-c2ccc(NC(=O)OC(C)C)cc2Cl)c(Cl)c1
  Dynein transport cytoplasmic EGFP: -0.2
  T cell HTS: i
  b-catenin transl cell count 5 µM: 1323
  Autophagy mod cell loss 18 h: .
  Yfh1-off respiration: i
  WT yeast gro inh: .
  P. falciparum M17LAP: 2%
  b-catenin transl: 1.3
  Dynein transport nuclear GR-EGFP: 0.072
  P. falciparum M1AAP: 0%
  Dynein transport: -0.97
  Dynein transport cell count: -0.22
  WT yeast gro inh mutant strain: .
  Autophagy mod: .
  MT stabilize HCS: .
  MT stabilize HCS cytotoxicity %: .
  MT stabilize HCS Hoechst-high %: .
  T cell HTS vesicle-bound %: 51

Cc1cc(C)cc(NC(=O)CCc2nc3ccccc3[nH]2)c1
  Dynein transport cytoplasmic EGFP: -0.18
  T cell HTS: i
  b-catenin transl cell count 5 µM: .
  Autophagy mod cell loss 18 h: 30
  Yfh1-off respiration: i
  WT yeast gro inh: -3
  P. falciparum M17LAP: -1%
  b-catenin transl: .
  Dynein transport nuclear GR-EGFP: -0.47
  P. falciparum M1AAP: 1%
  Dynein transport: -0.76
  Dynein transport cell count: 1.2
  WT yeast gro inh mutant strain: -10
  Autophagy mod: i
  MT stabilize HCS: 3.6
  MT stabilize HCS cytotoxicity %: 7.3
  MT stabilize HCS Hoechst-high %: 1.9
  T cell HTS vesicle-bound %: 27
